# AddAB inh: growth inhibition of E. coli expressing H. pylori AddAB, primary screen, AddAB inhibitor project, absorbance; inhibition, % at 11.9 µM; hit rate 0.29% among 330,000; AID 435030, 2010; in the data active means inhibition above about 12%;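 further: 0% = vehicle wells of infected cells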
# HTR5A inv ag: HTR5A inverse agonists in luminescence cell assay, primary screen, counter-screen for OPRM1-OPRD1 heterodimer inverse agonist project, full-deck HTS | HTR5A cell line, inverse agonism | inhibition, % at 9.3 µM | hit rate 0.083% among 340,000; in the data active means inhibition mostly above about 23%, no sharp cut-off; inactive means mostly below about 18%;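 further: 0% = cells with DMSO and 100% = no-cell wells with DMSO; some compounds called inactive have numbers as strong as hits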
# SUMO Mot1 rescue: yeast Mot1-301 growth rescue at high temperature, primary screen, SUMOylation pathway inhibitor project, S. cerevisiae, ATP luminescence, 38.5C; AID 2716, 2010; S. cerevisiae Mot1-301 growth rescue; percent above DMSO median, 100 means doubled; hit rate 1% among 320,000; growth rescue, % at 18.8 µM;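 active means every valid replicate shows activation above 250% relative to neutral control wells; inactive means the rest, any valid replicate at or below 250%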;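 further: OY570 slx delta 5 strain wells were the positive control but not used for scaling; some compounds called inactive have numbers as strong as hits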
# HTR5A ag ctr: HTR5A agonists in luminescence cell assay, primary screen, counter-screen for OPRM1-OPRD1 heterodimer agonist project, full-deck HTS; 5-hydroxytryptamine receptor 5A (Homo sapiens), P47898; cell-based; activation, % at 9.3 µM; hit rate 0.61% among 340,000; AID 504692, 2011; in the data active means activation mostly above about 9.5%, no sharp cut-off; inactive means mostly below about 7.6%;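 further: 0% = cells with vehicle only and 100% = reference agonist; strong numbers were not always called active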
# E coli growth: E. coli V3065 growth inhibition, primary screen, counter-screen for AddAB inhibitor project, absorbance, OD600; 18 h; inhibition, % at 11.9 µM; hit rate 0.27% among 330,000;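 active means inhibition above the campaign's mean inhibition across all tested compounds plus 3 SD, cut at about 9.9% in these data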;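 further: uninfected addAB+ strain grown without phage in ampicillin broth; 0% = DMSO wells and 100% = ciprofloxacin 0.95 µg/ml wells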
# OPRM1-OPRD1 inv: inverse agonists of MOR-DOR heterodimerization, primary screen, cell-based, luminescence; Mu-type opioid receptor (Homo sapiens) + Delta-type opioid receptor (Homo sapiens), …; cell-based MOR-DOR heterodimer luminescence, inverse agonism; inhibition, % at 9.3 µM; hit rate 0.21% among 340,000; in the data active means inhibition above about 22%, passing the limit was not always enough;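 further: 0% = cells with DMSO and 100% = wells without cells with DMSO; values of inactives mirror those of a sister screen read the other way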
# Target sequence (P35372 whole entry, looked up): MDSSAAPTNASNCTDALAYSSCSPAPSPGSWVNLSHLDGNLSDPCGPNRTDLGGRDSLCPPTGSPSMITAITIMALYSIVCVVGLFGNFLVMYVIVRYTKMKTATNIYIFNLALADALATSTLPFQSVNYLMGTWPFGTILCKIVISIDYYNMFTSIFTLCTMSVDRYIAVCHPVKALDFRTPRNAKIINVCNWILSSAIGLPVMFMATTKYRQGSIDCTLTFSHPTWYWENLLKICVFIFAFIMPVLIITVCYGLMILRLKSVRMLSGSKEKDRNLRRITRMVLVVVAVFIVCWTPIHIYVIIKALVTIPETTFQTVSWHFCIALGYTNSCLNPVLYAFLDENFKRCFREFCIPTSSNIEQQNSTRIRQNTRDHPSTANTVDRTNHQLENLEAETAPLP
# Target sequence (P41143 whole entry, looked up): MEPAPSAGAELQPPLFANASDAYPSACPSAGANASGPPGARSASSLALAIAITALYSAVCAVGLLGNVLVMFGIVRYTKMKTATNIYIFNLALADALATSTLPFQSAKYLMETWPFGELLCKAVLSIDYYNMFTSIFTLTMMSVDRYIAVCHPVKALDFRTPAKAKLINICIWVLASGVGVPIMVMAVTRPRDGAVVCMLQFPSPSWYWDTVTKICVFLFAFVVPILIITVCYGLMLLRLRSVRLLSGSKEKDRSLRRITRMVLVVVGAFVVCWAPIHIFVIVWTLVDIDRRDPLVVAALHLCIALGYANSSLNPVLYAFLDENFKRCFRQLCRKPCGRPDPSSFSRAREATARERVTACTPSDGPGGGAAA
# phage Ecoli inh: growth loss of phage-infected E. coli, primary screen, RecBCD inhibitor project, absorbance, with phage, HTS; AID 651602, 2012; hit rate 0.26% among 360,000; inhibition, % at 11.9 µM; in the data active means inhibition above about 11%
# PfHsp90 yeast 2: growth inhibition of PfHsp90-expressing yeast, primary screen, antimalarial PfHsp90 inhibitor project, S. cerevisiae, BacTiter-Glo luminescence, single point, set 2 | BacTiter-Glo ATP, 48 h; yeast lacking PDR1 and PDR3 efflux regulators | inhibition, % at 9.4 µM | hit rate 0.32% among 310,000;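 active means every replicate shows inhibition above about 80%, whatever the replicate mean, limit read from the data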;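 further: 0% = DMSO neutral controls and 100% = 20 µM radicicol positive controls; yeast relying on Plasmodium falciparum Hsp90 in place of its own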
# MOR-DOR ag: agonists of OPRM1-OPRD1 heterodimerization, primary screen, cell-based, luminescence. hit rate 0.3% among 340,000. cells. Mu-type opioid receptor (Homo sapiens) + Delta-type opioid receptor (Homo sapiens), …. activation, % at 9.3 µM. AID 504326, 2011; in the data active means activation above about 18%;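 further: 0% = vehicle-treated cells and 100% = reference agonist; values of inactives mirror those of a sister screen read the other way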
# PKA-R1A act: activators of PKA-R1A holoenzyme, primary screen, biochemical, fluorescence polarization, Cy5-IP20, bovine R1A, mouse PKAc; activation, % at 11.4 µM; PKA-R1A dissociation; scaled: DMSO 0%, 113 µM cGMP 100%; hit rate 0.083% among 340,000; cAMP-dependent protein kinase type I-alpha regulatory subunit (Bos taurus) + …;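 active means percent activation above the mean of all tested compounds plus 3 SD, cut at about 19% in these data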;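 further: higher means more PKAc released from R1A so a rise in polarization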
# DSG3 Ab inh: inhibitors of pemphigus antibody binding to DSG3, primary screen, biochemical, bead-based, flow cytometry, scFv-GFP; DSG3-coupled beads, scFv-anti-DSG3-GFP binding; active compounds read low; hit rate 0.48% among 310,000; binding (percent of control), % at 10 µM; Desmoglein-3 (Homo sapiens), P32926;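 active means binding more than 3 SD below its plate's average and above zero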;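 further: hits lower antibody fragment binding to DSG3; some compounds called inactive have numbers as strong as hits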
# An asterisk follows results filed as active; · = no result given.
SMILES,AddAB inh,HTR5A inv ag,SUMO Mot1 rescue,HTR5A ag ctr,E coli growth,OPRM1-OPRD1 inv,phage Ecoli inh,PfHsp90 yeast 2,MOR-DOR ag,PKA-R1A act,DSG3 Ab inh
CCOC(=O)C1=C(C)N=C2SC(C)C(=O)N2C1c1cccc(F)c1 (centres undefined),0.3,-14,-7,0,-0.2,1,2.7,-6,-0.2,2,101
COC(=O)Cn1c2ccccc2c2nc3ccccc3nc21,·,-8,-6,1,·,-5,1.4,-46,1.0,-6,110
O=C(COc1cc(O)c2c(=O)c3ccccc3oc2c1)OCc1ccccc1,0.6,4,180,4,2.0,4,2.8,-1,-0.8,-6,84
O=C(COc1ccccc1)Nc1cc(S(=O)(=O)N2CCOCC2)ccc1N1CCCC1,0.1,-7,-6,3,0.2,10,2.4,0,-2.5,-15,98
O=C(Nc1ccc(-c2nc3ccccc3o2)cc1)c1cccnc1,3.2,-26,·,4,0.6,-6,0.8,-17,1.0,-11,110
Cc1ccc(OCC(=O)N2N=C(c3ccc(Cl)cc3)CC2c2ccco2)c([N+](=O)[O-])n1 (centres undefined),1.5,-6,-25,2,-0.7,3,1.7,-27,-0.6,-12,102
Nc1nc(-n2cnnc2)nn1-c1ccccc1,-0.1,-18,-16,-4,-2.1,8,-1.0,-2,-1.5,-9,85
COc1ccc(-c2nn(-c3ccccc3)cc2C(=O)O)cc1OC,0.9,4,-8,2,1.1,9,3.4,-8,-1.6,-6,82
O=C(CN1C(=O)NC(Cc2c[nH]c3ccccc23)C1=O)Nc1cccc(S(=O)(=O)N2CCCC2)c1 (centres undefined),5.3,-19,-9,1,2.5,11,1.5,18,-2.4,-8,102
CC(=O)c1ccc(OCc2cc(C(=O)N(C)Cc3cc(C)no3)no2)cc1,3.2,2,81,3,-1.1,9,-1.2,1,-1.7,-1,91
O=C(c1nn(Cc2ccccc2)c(=O)c2ccccc12)N1CCN(C/C=C/c2ccccc2)CC1,3.9,-15,-6,1,1.3,8,2.8,-2,-1.3,-10,107
COc1ccc(OCc2cc(C(=O)N3CCCCCC3)no2)c(Cl)c1,-0.7,12,19,-2,-0.2,-13,1.4,-9,2.4,16,97
COc1cccc(NC(=O)CN(C)C(=O)CCNC(=O)c2ccccc2OC)c1,·,-10,·,4,·,12,4.3,-8,-2.3,-4,100
CC1(C)CC(=O)C/C(=N/Nc2nc3ccccc3s2)C1,1.7,-33,·,3,1.3,10,5.9,14,-2.1,11,101
COc1ccc(C2=NOC(Cn3nc(-c4ccccc4)cc3C(=O)O)C2)cc1 (centres undefined),0.1,-9,2,1,-0.7,8,3.5,14,-1.4,8,94
COc1cc(OC)cc(C(=O)NC(C(=O)O)C23CC4CC(CC(C4)C2)C3)c1 (centres undefined),-0.1,14,3,-5,-0.2,5,2.7,-6,-0.8,-6,101
CCOc1ccc(NC(=O)CN(C)C(=O)C2CC(=O)N(CCc3ccccc3)C2)cc1OCC (centres undefined),5.5,-35,1,12,3.2,-31,3.5,6,4.8,-1,109
O=C(CSc1nnc(-c2ccc3c(c2)OCO3)o1)Nc1ncc(C(F)(F)F)cc1Cl,-5.1,-4,18,2,-7.5,9,-2.5,-1,-1.9,10,100
COc1ccc(C2C(C(=O)c3ccco3)=C(O)C(=O)N2CC2CCCO2)c(OC)c1 (centres undefined),0.5,15,-5,6,-0.4,25,0.6,-21,-4.7,-5,122
Cc1ccc(Oc2ccc(S(=O)(=O)N3CCOCC3)cc2C(N)=O)c(-n2nc3ccccc3n2)c1,5.8,-1,2,0,-1.5,10,0.6,·,-2.0,-1,99

# Three of the entries above in order of the MOR-DOR ag value, largest number first:
SMILES	MOR-DOR ag
COC(=O)Cn1c2ccccc2c2nc3ccccc3nc21	1.0
COc1ccc(-c2nn(-c3ccccc3)cc2C(=O)O)cc1OC	-1.6
O=C(CSc1nnc(-c2ccc3c(c2)OCO3)o1)Nc1ncc(C(F)(F)F)cc1Cl	-1.9

# (list continues)
SMILES,AddAB inh,HTR5A inv ag,SUMO Mot1 rescue,HTR5A ag ctr,E coli growth,OPRM1-OPRD1 inv,phage Ecoli inh,PfHsp90 yeast 2,MOR-DOR ag,PKA-R1A act,DSG3 Ab inh
CCOC(=O)COc1ccc(S(=O)(=O)N2CCN(c3ccc(OC)cc3)CC2)cc1,1.5,9,1,-3,-1.1,4,2.4,-61,-0.6,-6,94
COc1cc(C(=O)Nc2ccc(F)cc2Cl)ccc1OCC(=O)N1CCOCC1,0.5,-17,9,6,4.0,-5,3.0,-14,0.8,-3,111
O=C(Nc1cccc(Cl)c1)c1nc[nH]c1C(=O)NCc1ccccc1,0.8,-12,-27,1,0.4,-24,1.4,·,4.4,-2,104
COC(=O)Nc1ccc(S(=O)(=O)N(C)C)cc1,1.5,-22,11,1,-0.8,8,2.7,7,-1.5,4,99
CCCOc1ccc(C2C(C(=O)c3ccco3)=C(O)C(=O)N2CCCn2ccnc2)cc1 (centres undefined),-0.8,-7,632,-2,-1.0,7,1.7,-1,-1.3,3,103
COc1cc(C(=O)N2CCN(C)CC2)cc(OC)c1OC,2.5,20,5,-5,4.0,-2,2.9,8,0.3,-11,91
CCOc1cccc(C(=O)Nc2cc(C)ccc2NC(=O)c2ccco2)c1,·,9,·,-4,·,19,1.9,-14,-3.8,-9,103
Cc1nn(CC(=O)c2ccc(Cl)s2)c(C)c1[N+](=O)[O-],0.2,-17,-6,6,-0.2,11,3.7,48,-2.4,-8,·
COc1ccc(Cl)cc1NC(=O)CC(C)=O,0.7,-6,3,6,1.1,2,2.1,26,-0.4,-7,103
COCCN(C(=O)c1cc(S(=O)(=O)N2CCCCC2)ccc1Cl)c1c(N)n(CC(C)C)c(=O)[nH]c1=O,·,18,·,-7,·,20,1.0,·,-3.8,3,102
CCCCCC(=O)Nc1cc(S(=O)(=O)N2CCCCC2)ccc1N1CCOCC1,-0.1,-9,21,4,3.0,16,0.6,10,-3.2,-13,104
O=S(=O)(CCNCc1ccco1)NCc1ccccc1,·,-1,·,0,·,11,5.4,2,-2.3,-4,104
O=C(NCCNC(=O)c1ccco1)c1ccc(Cl)c(Cl)c1,5.1,-20,206,-1,2.8,0,1.4,18,-0.1,0,103
CCCc1ccc(-c2csc(NC(=O)C3=COCCO3)n2)cc1,0.1,-13,7,5,0.7,-8,0.5,-22,1.9,-8,110
COc1ccc(CCN(C)C2CC(=O)N(c3ccccc3)C2=O)cc1OC (centres undefined),1.1,-20,-12,5,-0.8,7,4.0,27,-1.3,1,111
CC1CCCC(NC(=O)C2CC(=O)N(Cc3ccccc3)C2)C1C (centres undefined),4.3,1,15,1,-1.6,11,1.0,-17,-2.0,7,103
O=C(O)CCSc1nnc(COc2cccc3ccccc23)n1-c1cccc(Cl)c1,-0.3,-10,-11,-3,-0.5,9,1.5,6,-1.9,8,105
CCOC(=O)[C@H]1[C@H]2COc3ccc(C)cc3[C@@H]2N2C(=O)CN(Cc3ccc(OC)cc3)C(=O)[C@@]12C,-1.6,-20,-5,-4,-0.4,13,-0.1,-3,-2.4,3,105
CCOc1ccc(NC(=O)CN2C(=O)CSC2=O)cc1,0.2,0,·,0,0.9,6,1.2,-1,-1.1,-10,98
CSc1nc2ccc(NS(=O)(=O)c3c(Cl)cccc3Cl)cc2s1,1.5,-31,215,5,-0.3,-1,4.0,-38,0.2,-5,126
O=C(C1CCC(CNS(=O)(=O)c2cccc3nsnc23)CC1)N1CCN(c2ccccn2)CC1 (centres undefined),4.3,3,1,-3,0.1,-1,4.5,-11,0.1,-8,103
CCN(CC)c1ccc2cc(-c3nc4ccccc4[nH]3)c(=O)oc2c1,0.3,-25,11,8,0.0,-6,·,6,1.1,6,374
CC12CC3(C)CC(C)(C1)CC(C(=O)NCc1cccnc1)(C2)C3,4.8,6,-2,-2,0.3,7,1.5,8,-1.4,2,96
O=C(Nc1ccc(F)cc1)Nc1ccccc1N1CCCCC1,1.9,-26,13,4,4.4,-29,0.3,8,5.5,-9,107
Cc1nc2ncnn2c(C)c1CCC(=O)N1CCN(C(=O)c2ccco2)CC1,0.2,4,0,1,-2.9,7,2.7,14,-1.3,14,95
COC(=O)c1c(NC(=O)CN2C(=O)C(=O)N(CC(C)C)C2=O)sc(C)c1C,-1.4,-13,18,2,-0.2,1,0.1,-16,-0.3,-8,111
CC1CCc2c(sc3nc(CN4CCOCC4)nc(N4CCc5ccccc5C4)c23)C1 (centres undefined),-1.7,-3,-27,1,-2.5,10,1.2,-48,-1.9,-12,113
Cc1ccc(C2(C)NC(=O)N(CC(=O)NCc3cccs3)C2=O)cc1 (centres undefined),4.9,1,-12,0,1.8,9,1.4,-4,-1.8,-6,100
CCN(CC)S(=O)(=O)c1ccc(/C=C/C(=O)O)cc1,-1.3,-1,-6,7,-0.4,19,1.3,-2,-4.0,-7,101
Oc1ccc(N2CCN(c3ncnc4sc(-c5ccccc5)cc34)CC2)cc1,·,-21,·,26*,·,-41,2.1,9,8.5,9,91
O=C(Cc1c(Cl)cccc1Cl)NC1=NCCS1,2.9,-3,77,1,2.8,16,·,·,-3.5,-5,111
Cc1ccc(/C=C(\C#N)C(=O)NCCN2CCOCC2)cc1,-0.5,-8,58,3,-1.6,10,3.0,5,-1.8,8,101
CCOc1ccc(CCNC(=O)COC(=O)c2cccnc2OCC)cc1OCC,2.6,-20,-25,1,2.0,14,0.1,·,-2.5,-9,101
O=C(CCCOc1ccccc1)Nc1ccc(S(=O)(=O)N2CCOCC2)cc1,-0.9,27,21,-11,0.9,-1,2.1,18,0.2,-1,94
CSc1nnc(C)c(=O)n1COC(=O)/C=C/c1ccccc1,0.2,-16,-16,3,-0.9,4,1.0,14,-0.8,-16,91
COC(=O)CSc1nc(N)c2c3c(sc2n1)C(c1ccccc1)SC(c1ccccc1)C3 (centres undefined),-0.8,12,-2,-5,-1.1,-95,·,-31,16,11,88
COc1cc(OC)c2c(-c3cccc(-c4ccc(OC)c(F)c4)c3)cc(=O)oc2c1,1.5,-2,·,1,1.2,3,1.8,1,-0.5,2,96
COC(=O)C1=C(O)/C(=C/c2cccc(OC)c2O)N=C1C,-1.3,-5,3,0,0.3,27,2.0,1,-5.3,-9,91
Cc1ccc(C2Cc3cc(O)c(O)cc3CN2)cc1 (centres undefined),5.3,·,-2,·,0.7,·,3.4,·,·,·,103

# Source: PubChem BioAssay
